Compound activity from PubChem.
CendR NRP1 mod – alters CendR peptide binding to human NRP-1; FAM-RPARPAR peptide binding to NRP-1, fluorescence polarization; O14786; inhibition, % at 25 µM; 360,000 compounds, 0.85% hits;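 active = inhibition or corrected inhibition above about 18%, plus a signal ratio from 0.5 to 1.5, limit read from the data, passing the limit was not always enough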; also: strong numbers were not always called active
Target sequence (O14786 whole entry, looked up): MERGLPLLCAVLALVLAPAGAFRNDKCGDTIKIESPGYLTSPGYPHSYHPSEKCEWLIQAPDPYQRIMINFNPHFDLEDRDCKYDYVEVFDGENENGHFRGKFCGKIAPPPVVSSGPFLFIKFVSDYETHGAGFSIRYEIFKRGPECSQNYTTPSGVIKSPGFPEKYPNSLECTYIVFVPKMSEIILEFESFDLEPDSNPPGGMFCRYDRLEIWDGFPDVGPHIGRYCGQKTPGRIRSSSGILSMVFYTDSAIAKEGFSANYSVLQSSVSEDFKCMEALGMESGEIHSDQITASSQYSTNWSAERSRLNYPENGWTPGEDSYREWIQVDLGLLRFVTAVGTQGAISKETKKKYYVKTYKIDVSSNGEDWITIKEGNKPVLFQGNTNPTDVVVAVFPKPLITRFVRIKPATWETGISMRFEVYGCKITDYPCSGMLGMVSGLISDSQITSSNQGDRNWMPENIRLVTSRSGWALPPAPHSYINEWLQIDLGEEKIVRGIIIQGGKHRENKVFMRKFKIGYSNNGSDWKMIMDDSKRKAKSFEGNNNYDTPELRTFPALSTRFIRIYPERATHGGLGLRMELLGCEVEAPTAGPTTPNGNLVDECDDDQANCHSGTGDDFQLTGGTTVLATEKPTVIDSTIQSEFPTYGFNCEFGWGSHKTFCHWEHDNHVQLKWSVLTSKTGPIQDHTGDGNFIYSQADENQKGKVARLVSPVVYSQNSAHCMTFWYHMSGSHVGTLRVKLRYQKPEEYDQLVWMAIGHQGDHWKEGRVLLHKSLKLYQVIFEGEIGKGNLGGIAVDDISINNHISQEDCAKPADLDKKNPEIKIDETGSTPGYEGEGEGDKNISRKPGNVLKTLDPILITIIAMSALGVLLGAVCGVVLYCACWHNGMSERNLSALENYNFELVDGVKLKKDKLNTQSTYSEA
SKN-1 inh – C. elegans SKN-1 inhibition; C. elegans VP596 Pgst-4::GFP/RFP ratio, acrylamide-induced, 24 h; inhibition, % at 21.8 µM; 360,000 compounds, 0.49% hits; AID 624304;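 active = interference check ratio from 0.5 to 1.5 plus GFP to RFP signal ratio inhibition reaching or exceeding a fixed threshold, cut at about 30% in these data, passing the limit was not always enough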; also: some compounds called inactive have numbers as strong as hits
MsrA act – activates bovine MsrA enzyme; purified bovine MsrA, absorbance read-out; AID 602163; 360,000 compounds, 0.3% hits; activation, % at 10.6 µM; in the data active = activation above about 7.5%;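 also: 0% = vehicle and 100% = reference activator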
Neddyl block – inhibitors of human cullin neddylation; TR-FRET cullin neddylation, biochemical; 360,000 compounds, 0.58% hits; P61081+Q13564; calls only at 25 µM; in the data active = inhibition above about 36%
FAS TE block – FAS thioesterase (human) inhibition; P49327; recombinant FAS-TE, OMFH fluorogenic substrate, fluorescence endpoint; inhibition, % at 15 µM; 360,000 compounds, 0.67% hits; AID 602261;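 active = compounds whose normalised, plate-corrected inhibition of enzyme fluorescence in the single-dose primary screen is 50% or more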;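 also: 0% = DMSO with enzyme and 100% = substrate without enzyme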
MT1-MMP act inh – MT1-MMP (human) activation inhibition | P50281 | HT1080 RFP-PRO-GFP cells, GFP/RFP ratio fluorescence, overnight; percent of plate control window, DMSO zero | GFP/RFP ratio change, % at 20 µM | 360,000 compounds, 0.061% hits;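 active = GFP/RFP ratio change of at least 30% with cell ATP level not reduced by more than half and red fluorescence within 50% of control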; also: strong numbers were not always called active
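Test system: HT1080 cells expressing an RFP-PRO-GFP fluorescent reporter construct / Compound dosing: single-point 20 µM compound, 1% DMSO / Schedule: cells overnight before dosing, compound overnight, 37 °C, 5% CO2 / Evaluation: GFP/RFP fluorescence ratio / Control set: DMSO and RFP-L50D-GFP cell wells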
MLLE-PAM2 inh – inhibitors of microRNA-mediated deadenylation, human PABP1 MLLE binding. GST-MLLE / FITC-PAM2 fluorescence polarization. 360,000 compounds, 0.36% hits. AID 588489. P11940. inhibition, % at 20 µM; in the data active = inhibition above about 35%, passing the limit was not always enough;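 also: plate controls were DMSO wells with GST-MLLE for no effect and wells lacking GST-MLLE protein for full effect; some results filed as inactive read as strong as hits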
Rin1 Abl inh – human Rin1-Abl interaction inhibition; P00519+Q13671; TR-FRET Rin1/Abl binding, biochemical; inhibition, % at 7.35 µM; 360,000 compounds, 0.4% hits; in the data active = inhibition above about 5%, passing the limit was not always enough
eLon inh – inhibitors of E. coli Lon protease; 360,000 compounds, 0.42% hits; P0A9M0; inhibition, % at 7.94 µM; purified E. coli Lon protease, fluorescence polarization; in the data active = inhibition above about 13%, passing the limit was not always enough;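 also: 0% = enzyme with probe and DMSO and 100% = no enzyme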
* = called active by the depositor; i = inactive; / = not tested or not shown; & = joins results of further samples.

item	compound	MT1-MMP act inh	Neddyl block	MsrA act	CendR NRP1 mod	FAS TE block	eLon inh	Rin1 Abl inh	MLLE-PAM2 inh	SKN-1 inh
1	C/C=C/c1ccc(OCC(=O)N(CCOC)c2c(N)n(CCCC)c(=O)[nH]c2=O)c(OC)c1	2	i	6	8	-6	-5	3	-9	6
2	C1CC(=NN=C2CCSCC2)CCS1	2	i	-6	-19	-2	0	3	14	-17
3	COc1ccc(Nc2nc(Cl)nc(Nc3ccc(OC)cc3)n2)cc1	-2	i	-6	0	3	-8	0	9	4
4	Cc1cc(NC(=O)CSc2nnc(COc3cccc(C)c3C)n2C)no1	3	i	-12	-13	-3	-1	-1	-6	-8
5	CC1(C(=O)NS(=O)(=O)c2ccc(Cl)s2)CCN1C(=O)Cc1ccc(-c2ccccc2)cc1 (configuration not stated)	1	i	-3	-9	-7	-2	0	9	9
6	COc1ccccc1S(=O)(=O)CC(O)COc1ccccc1Cl (configuration not stated)	-2	i	-2	0	-3	8	1	1	-8
7	CCc1nc2c(OCc3ccccc3C)cccn2c1N(C)C(=O)c1ccco1	-3	i	-1	-14	-4	4	0	-3	-8
8	COc1ccc2cc(C(c3nnnn3Cc3ccc(F)cc3)N3CCCCCC3)c(=O)[nH]c2c1 (configuration not stated)	-6	i	-4	-14	-6	0	0	-2	22
9	Cc1ccc(SC(C)C(=O)Nc2ccccc2-c2ccccc2)cc1 (configuration not stated)	0	i	1	11	27	7	-6	-9	14
10	CCOc1cc(-c2nc3ccccn3c2NCC2CCCO2)ccc1O (configuration not stated)	0	/	4	-5	-4	-3	-1	3	-14
11	CCOC(=O)c1c(C)nn(-c2ccc(NC(=O)CSCC(=O)O)cc2)c1C	0	i	-13	-2	-5	-4	2	-4	-11
12	COc1ccccc1C(=O)NC(=O)COC(=O)c1cccc(NC(C)=O)c1	-4	i	-1	17	-8	8	1	-15	23
13	Cn1c(COc2ccccc2)nnc1SCC(=O)NC1CCCC1	1	i	-2	8	-5	-9	-2	-6	-1
14	COC(=O)NC1CCS(=O)(=O)C1 (configuration not stated)	3	i	-9	4	-3	6	0	-1	-13
15	COc1ccc(CCNC(=O)COC(=O)c2ccc[nH]c2=O)cc1	2	i	-2	-3	-3	11	-4	5	15
16	COc1ccc(-c2csc3nc(-c4ccccc4F)oc(=O)c23)cc1	2	i	-1	-2	62*	-3	3	1	20
17	N#Cc1ccc(C(=O)N2CCC3CC2c2cc(N4CCCCC4)ccc23)cc1 (configuration not stated)	2	i	-3	0	6	0	-10	4	20
18	S=C1NC2(CCCC2)Nc2ccccc21	-5	i	-15	-6	-7	8	-25	15	-5
19	O=C(CSc1nc2ccccc2c(=O)n1-c1ccccc1)N1CCc2ccccc21	-1	i	-7	9	-6	-13	-2	-5	5
20	O=C(COC(=O)c1ccc(S(=O)(=O)N2CCCC2)cc1)Nc1cccnc1Cl	11	i	-2	10	3	6	2	-58	4
21	Cc1cc2cc(CN(CCN(C)C)C(=S)NCc3ccco3)c(=O)[nH]c2cc1C	-1	i	-6	-32	-3	-11	4	-32	-5
22	N#CCCN(C(=O)COC(=O)CCC(=O)c1ccc(F)cc1)c1ccccc1	-1	i	-2	16	-1	-13	0	-12	10
23	C/C(=N\NC(=O)CC1N=C(Cc2ccccc2)NNC1=O)c1ccc(Cl)cc1Cl (configuration not stated)	-3	i	-1	4	3	11	0	4	8
24	Cc1nc([N+](=O)[O-])c(Sc2nc3ccccc3[nH]2)n1Cc1ccccc1	4	i	-3	12	-4	-2	-3	-35	2
25	COc1ccc(-c2[nH]ncc2Oc2ccccc2OC)c(O)c1	11	i	-1	16	-173	-3	1	5	16

Next results follow.
item	compound	MT1-MMP act inh	Neddyl block	MsrA act	CendR NRP1 mod	FAS TE block	eLon inh	Rin1 Abl inh	MLLE-PAM2 inh	SKN-1 inh
26	CCOc1ccccc1N(C)C(=O)Cn1ncc2c([nH]c3ccccc32)c1=O	-1	i	-1	2	-5	-19	-4	-11	5
27	COc1ccccc1NC(=O)C(C)n1cnc2c(oc3nc4c(cc32)CCCC4)c1=O (configuration not stated)	-4	i	-10	3	1	4	-2	-3	10
28	C=CCc1cc(Cl)ccc1OCCNCCCOC	-1	i	0	2	-11	-2	-4	-3	6
29	COCCNC(=O)C1(C)CCCN(Cc2cc3ccccc3o2)C1 (configuration not stated)	-2	i	-1	-11	-4	5	-1	4	12
30	O=C(CCn1c(=O)[nH]c2ccccc2c1=O)N1CC=C(c2ccccc2)CC1	6	i	-4	5	0	2	-3	2	-5
31	CSCCC(NC(=O)c1ccco1)C(=O)OCC(=O)N(Cc1ccccc1)C(C)(C)C (configuration not stated)	0	i	-3	-11	6	-11	-3	10	-2
32	COc1ccc(S(=O)(=O)N2CCCCC2c2cc(C(=O)NCc3ccccc3)no2)cc1 (configuration not stated)	-3	i	-2	-10	5	-5	1	8	8
33	O=C(c1ccc(C(F)(F)F)cc1)N1CCC(=O)N([C@H](COCc2ccc(Cl)cc2)Cc2ccccc2)CC1	-7	i	-2	-14	26	12	/	/	-3
34	COc1ccc(CNC(=O)CCSCc2ccccc2C)cc1	0	i	-2	-4	4	4	-4	4	8
35	Cc1cccc(/C=N/n2c(-c3ccncc3)n[nH]c2=S)c1	2	i	-4	6	-4	-1	-2	-15	2
36	Cc1cccc(S(=O)(=O)N2CN(CC3CCCO3)c3nc4ccccc4nc32)c1 (configuration not stated)	-2	i	-3	6	8	1	-5	-8	0
37	Nc1ccc(S(=O)(=O)N2CCCC2C(=O)O)cc1 (configuration not stated)	-2	i	-1	9	-3	-12	-1	-2	7
38	O=C(COC(=O)Cn1ccc(=O)[nH]c1=O)Nc1ccc(F)cc1	0	i	-1	1	-6	-17	3	0	2
39	CC1CCCC(NC(=S)NC(=O)c2ccccc2Br)C1C (configuration not stated)	-1	i	-1	8	15	1	-2	6	5
40	Cc1cnc(NC(=O)C2=C(O)c3ccccc3S(=O)(=O)N2C)s1	4&3&-2&4	i	1&-10&-9&-3	-22&-9&-12&-4	-2&-3&-3&-2	-4&-5&-3&6	-3&-1&-4&1	-1&1&-3&9	-6&-1&8&-4
41	CCn1c(COc2ccc(=O)n(-c3ccccc3)n2)nnc1SCC(=O)OC	-3	i	-11	19	-5	-6	-3	4	-1
42	CCOC(=O)c1c(-c2ccc3ccccc3c2)csc1NC(=O)CCCC(=O)O	8	i	-1	-6	-1	-9	-1	-1	4
43	CSc1nc(NC(C)(C)C)nc(Oc2ccc(=O)n(C)n2)n1	/	i	0	6	-7	8	-3	1	22
44	Cn1c(NCCCO)nc2c(c1=O)C1(CCCCC1)Cc1ccccc1-2	5	/	-6	-2	10	-6	-2	-1	-12
45	CCOC(=O)N1CCN(C(=O)C(NC(=O)c2ccco2)C(C)C)CC1 (configuration not stated)	2	i	5	-4	-4	-5	0	8	-10
46	Cc1ccc(S(=O)(=O)c2nc(-c3ccccc3)oc2NCc2cccnc2)cc1	-3	i	0	-6	10	2	-6	3	5
47	O=C1C=C(c2ccccc2)C(O)(c2ccccc2)C1 (configuration not stated)	6	i	-1	7	-6	0	-2	3	4
48	O=C(Cn1cnc2c(NCc3ccccc3)ncnc21)NCc1ccc2c(c1)OCO2	1	i	-7	7	-8	1	-4	14	-4
49	O=C(NC1CCCc2c1cnn2-c1ccccc1F)c1ccncc1 (configuration not stated)	7	i	-2	1	-1	-21	-3	-6	2
50	Cc1ccc(C(C(=O)NC2CCCC2)N2CCCC(C)C2)cc1 (configuration not stated)	-1	i	-7	4	-2	1	4	2	-24

From entry 49 up to 50, copied from above:
item	compound	MT1-MMP act inh	Neddyl block	MsrA act	CendR NRP1 mod	FAS TE block	eLon inh	Rin1 Abl inh	MLLE-PAM2 inh	SKN-1 inh
49	O=C(NC1CCCc2c1cnn2-c1ccccc1F)c1ccncc1 (configuration not stated)	7	i	-2	1	-1	-21	-3	-6	2
50	Cc1ccc(C(C(=O)NC2CCCC2)N2CCCC(C)C2)cc1 (configuration not stated)	-1	i	-7	4	-2	1	4	2	-24

The list continues.
item	compound	MT1-MMP act inh	Neddyl block	MsrA act	CendR NRP1 mod	FAS TE block	eLon inh	Rin1 Abl inh	MLLE-PAM2 inh	SKN-1 inh
51	O=C(c1ccc(Cl)cc1)c1ccc(OCC(O)CN2CCOCC2)cc1 (configuration not stated)	6	i	1	7	-4	-11	-1	-7	11
52	Cc1ccc(C2C(C#N)=C(N)Oc3c2c(=O)n(C)c(=O)n3C)cc1 (configuration not stated)	3	i	-6	-2	-5	-12	-3	-2	3
53	C=CCn1c(SCC(=O)Nc2c(C)cccc2C)nnc1-c1cnccn1	-3	i	-4	-3	-12	-6	2	8	-28
54	CCOC(=O)c1cc(NC(=O)NC2CCCCC2)c(C)nc1C	4	i	-1	-1	-2	0	1	2	18
55	Cc1ccc2nc(-c3ccc(NC(=O)CN4C(=O)c5ccccc5C4=O)cc3)sc2c1	-1	i	-3	-13	-4	-4	0	-3	10
56	O=C(CCc1nnc(CCCc2ccccc2)o1)NC(C1CC1)C1CC1	0	i	-6	-2	1	-16	2	9	19
57	O=C(Cn1cnc2c(nnn2Cc2ccc(Cl)cc2)c1=O)N1CCCc2ccccc21	0	i	-1	-9	2	-11	0	0	5
58	Cc1csc2c(N3CCN(C(=S)Nc4ccc(F)cc4F)CC3)ncnc12	11	i	-1	-1	0	3	3	-125	10
59	CC(=O)N1[C@H](Cc2ccccc2)C=C[C@]1(C)C(=O)NCc1ccc(C)o1	-7	i	4	6	-4	-17	2	-3	-2
60	CCOc1ccc(C(=O)CCN2CCCCCC2)cc1	0	i	-1	-7	-7	-11	1	16	-27
61	COc1cc(C(=O)NCC(=O)OCC(=O)Nc2nnc(-c3ccccc3)o2)cc(OC)c1OC	1	i	-2	0	0	-5	1	-7	9
62	CCc1cc(/C(Cc2ccc3ccccc3n2)=N\O)c(O)cc1O	-9	i	-5	-10	-138	-5	-1	1	24
63	Cc1ccnc(N/N=C/c2ccccc2)n1	-4	i	-1	-10	-13	-6	1	4	12
64	COc1cc(-c2cc(-c3ccc(N)cc3)[nH]c(=O)c2C#N)cc(OC)c1OC	-72	i	-3	87	-8	-182	-14	-105	-22
65	CCCCc1cc(=O)oc2cc(OS(C)(=O)=O)ccc12	8	i	-1	0	3	-3	-1	-6	18
66	O=C(Nc1nnc(C(F)(F)F)s1)C1COc2ccccc2O1 (configuration not stated)	2	i	2	2	-1	3	2	4	17
67	CC(C)(C)N=Cc1cc(-c2ccccc2)sc1O	3	i	-1	11	5	4	-1	35	-7
68	CCn1c(SCC(=O)N/N=C/c2ccc(C)o2)nnc1-c1ccc(C(C)(C)C)cc1	3	i	-6	-5	1	-1	-3	-12	6
69	O=C(O)C1C2C=CC(C2)C1C(=O)NCCCc1ccccc1 (configuration not stated)	-2	i	-9	14	-10	8	0	17	-1
70	CC1(C)OC(=O)C2=C(C[C@@H](C3CC3)O[C@H]2CCc2cccc(Cl)c2)O1	1	i	1	-4	24	-1	/	/	6
71	Cc1c(Cl)cccc1NC(=O)Nn1cnnc1	1	i	-5	-4	-12	-1	4	0	-7
72	Cn1c(N)c(C(=O)COC(=O)/C=C/c2cccc(C(F)(F)F)c2)c(=O)n(C)c1=O	-1	i	-5	5	6	-16	3	0	-3
73	COc1ccc(S(=O)(=O)Nc2ccc(N3CCOCC3)nc2)cc1	1	i	-2	2	-1	-5	-4	8	1
74	CC1CCCC/C1=N\Nc1ccc(S(N)(=O)=O)cc1[N+](=O)[O-] (configuration not stated)	4	i	-3	1	2	2	-8	-26	3
75	Cc1ccc(C(=O)NC(=S)Nc2ccc(-c3ccc(CO)o3)cc2)cc1	-5	i	1	-1	5	-11	-1	-1	12
76	CCCCC(=O)Nc1ccc2c(c1)OCCO2	1	i	3	-2	-1	-7	1	-9	-6
77	Cc1ccc(S(=O)(=O)/N=C(\Nc2cc(C)on2)c2ccc(Cl)cc2)cc1	1	i	4	1	-2	2	-2	5	1

Not a hit list (roughly 4% active in at least one column).
